From PubChem
hIAP inh: blocks human intestinal alkaline phosphatase; 330,000 tested, 0.12% active; inhibition, % at 10 µM; P09923; purified IAP, CDP-Star luminescence, 30 min;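 active means inhibition reaching a set limit with compound at 10 µM in the primary screen, cut at about 35% in these data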;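 further: plate controls were DMSO wells with enzyme for no effect and no-enzyme buffer wells for full effect; values of inactives mirror those of a sister screen read the other way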
Target sequence (P09923 whole entry, looked up): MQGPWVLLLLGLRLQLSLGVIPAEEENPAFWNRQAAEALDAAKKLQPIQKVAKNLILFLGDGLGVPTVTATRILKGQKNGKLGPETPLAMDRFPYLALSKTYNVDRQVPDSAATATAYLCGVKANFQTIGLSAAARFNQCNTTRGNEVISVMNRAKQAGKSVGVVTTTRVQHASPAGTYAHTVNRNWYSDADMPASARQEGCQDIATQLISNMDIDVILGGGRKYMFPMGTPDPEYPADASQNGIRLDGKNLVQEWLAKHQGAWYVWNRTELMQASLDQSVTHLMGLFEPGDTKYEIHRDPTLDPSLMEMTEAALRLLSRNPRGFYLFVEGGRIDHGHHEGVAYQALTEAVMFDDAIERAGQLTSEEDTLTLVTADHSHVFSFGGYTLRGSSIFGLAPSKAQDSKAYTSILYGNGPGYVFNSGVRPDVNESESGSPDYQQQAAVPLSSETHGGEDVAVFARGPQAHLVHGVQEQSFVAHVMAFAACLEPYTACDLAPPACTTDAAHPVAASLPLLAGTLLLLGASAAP
hIAP activ: increases human intestinal alkaline phosphatase activity; purified human IAP, CDP-Star luminescence, 30 min; hits give high values; 1 = vehicle-only enzyme, 0 = enzyme-free background; activation factor at 10 µM; 330,000 tested, 0.16% active;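 active means activation factor of the enzyme at least 2-fold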; further: the source names both 10 and 20 µM as test concentration; values of inactives mirror those of a sister screen read the other way
MPTP inh: permeability transition pore inhibition; isolated mouse mitochondria, Ca2+ swelling absorbance, 30 min; inhibition, % at 10 µM; AID 602449; 360,000 tested, 1.4% active;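 active means inhibition of 50% or more, scaled per plate between neutral and stimulator controls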;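 further: 0% = DMSO wells given calcium and 100% = 1 mM EGTA wells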
APOBEC3A inh: blocks human APOBEC3A ssDNA deamination; P31941; recombinant A3A, FAM/TAMRA ssDNA deamination fluorescence; inhibition, % at 20 µM; 330,000 tested, 0.41% active; AID 493011;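 active means at least 40% inhibition at 20 µM here, with at most 30% in a related deaminase screen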;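 further: plate controls were A3A with DMSO for no effect and wells lacking A3A enzyme for full effect; some results filed as inactive read as strong as hits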
mIAP activ: increases mouse intestinal alkaline phosphatase activity. muIAP, CDP-Star luminescence, 30 min; hits give high values; 1 = vehicle-only enzyme signal, 0 = enzyme-free wells. activation factor at 10 µM. 330,000 tested, 0.24% active. AID 2805;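 active means activation factor of at least 2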; further: the source names both 10 and 20 µM as test concentration; values of inactives mirror those of a sister screen read the other way
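Assay system: mouse IAP enzyme; Reagent: CDP-Star chemiluminescent phosphatase substrate; Compound: DMSO-dissolved test compounds; Incubation: 30 min, room temperature; Technique: luminescence from enzymatic CDP-Star hydrolysis; Controls: DMSO-only wells and no-enzyme negative control.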
GRIN3A LBD mod: modulates the human NR3A ligand-binding domain. NR3A LBD differential scanning fluorimetry, Tm shift; 0% = protein alone, 100% = glycine-bound protein. Tm shift relative to glycine control, % at 25 µM. 340,000 tested, 2.5% active. AID 1259313;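 active means melting temperature shift of at least 10% of the positive control shift, at one fixed dose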
APOBEC3G inh: inhibitors of human APOBEC3G DNA deaminase; Q9HC16; recombinant A3G, ssDNA deamination FAM/TAMRA fluorescence; inhibition, % at 20 µM; 330,000 tested, 0.28% active; AID 493012;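 active means inhibition of at least 40% at 20 µM, with no more than 30% in the related APOBEC3A deaminase screen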;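 further: plate controls were DMSO wells with A3G for no effect and wells lacking A3G enzyme for full effect; some compounds called inactive have numbers as strong as hits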
Target sequence (Q9HC16 whole entry, looked up): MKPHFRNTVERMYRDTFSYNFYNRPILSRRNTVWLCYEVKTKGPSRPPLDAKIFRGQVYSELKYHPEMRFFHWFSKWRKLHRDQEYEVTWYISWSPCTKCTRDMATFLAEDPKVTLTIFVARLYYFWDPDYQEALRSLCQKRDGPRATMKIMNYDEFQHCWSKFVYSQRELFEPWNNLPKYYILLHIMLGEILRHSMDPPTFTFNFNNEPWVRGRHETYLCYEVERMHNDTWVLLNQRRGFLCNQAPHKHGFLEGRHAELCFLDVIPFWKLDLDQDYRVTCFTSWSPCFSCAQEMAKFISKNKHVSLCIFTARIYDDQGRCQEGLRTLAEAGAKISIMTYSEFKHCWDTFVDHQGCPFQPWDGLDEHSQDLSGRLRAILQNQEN
beta cell repl: induces beta-cell replication in MIN6 cells; 330,000 tested, 0.29% active; MIN6 cells proliferation, ATPlite luminescence, 48 h; cells starved in 0.2% serum; 100% = growth in 10% serum; proliferation, % at 10 µM;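 active means compounds whose signal lies at least 3.5 SD above the mean of all wells on their plate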;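 further: 0% = DMSO-treated cells in low-serum medium and 100% = 10% serum control; some compounds called inactive have numbers as strong as hits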
mIAP inh: blocks mouse intestinal alkaline phosphatase; AID 2806; purified mouse IAP, CDP-Star luminescence, 30 min; inhibition, % at 10 µM; 330,000 tested, 0.2% active;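 active means inhibition of at least 40% at 10 µM in the primary screen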;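 further: plate controls were DMSO with enzyme for no effect and no enzyme wells for full effect; values of inactives mirror those of a sister screen read the other way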
* hit, by the source's call; x = not tested or not shown.

no. | Molecule | hIAP inh | hIAP activ | MPTP inh | APOBEC3A inh | mIAP activ | GRIN3A LBD mod | APOBEC3G inh | beta cell repl | mIAP inh
1 | COc1cc(O)c(C(CC(=O)N2CCOCC2)c2cc(OC)c(OC)c(OC)c2)c(OC)c1 (centres undefined) | -5 | 1.1 | -0.5 | -1 | 1 | -1 | -1 | -3 | -2
2 | O=C(O)C1CC=CCC1C(=O)NCCCCc1ccccc1 (centres undefined) | 2 | 0.98 | -2.1 | -4 | 1.1 | 0 | -8 | -2 | -6
3 | CC(Sc1nn(-c2ccc(F)cc2)c(=S)s1)C(=O)c1c(N)n(C)c(=O)n(C)c1=O (centres undefined) | 6 | 0.94 | 0.8 | 1 | 1.1 | 2 | -2 | -4 | -7
4 | CCCNS(=O)(=O)c1ccc(CCC(=O)N2CCCCC2)cc1 | 12 | 0.88 | 1.7 | 1 | 0.96 | 0 | -5 | 4 | 4
5 | COc1ccc(N2C(=O)/C(=C\c3ccco3)N=C2SCC(=O)NC(C)C)cc1Cl | 17 | 0.83 | -1.7 | 2 | 0.77 | 3 | -4 | -1 | 23
6 | COCCn1c(=O)[nH]c2cc(C(=O)NCCN3CCN(c4ccc(OC)cc4)CC3)ccc2c1=O | 6 | 0.94 | -3.1 | 1 | 0.96 | -2 | 1 | -2 | 4
7 | Cc1cccc(C)c1NC(=O)NC1(C(=O)NCCN2CCOCC2)CCCCC1 | 10 | 0.9 | -2.3 | 1 | 0.92 | 0 | 1 | 2 | 8
8 | CCNC(=S)NNC(=O)c1cc(-c2cccnc2)nc2ccccc12 | -60 | 1.6 | 1.3 | -11 | 1.1 | 0 | -12 | -2 | -8
9 | COCCn1nnnc1C(c1ccc2ncccc2c1)N1CCc2ccccc21 (centres undefined) | -8 | 1.1 | 0.7 | -2 | 0.99 | -1 | -1 | -3 | 0
10 | CC(NC(=O)c1cccc(S(=O)(=O)N(C)C)c1)C1CC2CCC1C2 (centres undefined) | 11 | 0.89 | -1.4 | 2 | 0.93 | 1 | -3 | 3 | 7
11 | C/C(CC(=O)Nc1c(Cl)cccc1C(F)(F)F)=N\NC(=O)c1cnccn1 | -5 | 1.1 | -2.1 | -3 | 0.93 | 0 | -5 | -7 | 7
12 | FC(F)(F)c1nnc2c(Sc3ccccc3)nc3ccc(Cl)cc3n12 | 10 | 0.9 | -1.2 | -4 | 0.89 | 1 | -4 | -6 | 11
13 | C(#Cc1ccc(C#CCN2CCCC2)cc1)CN1CCCC1 | 6 | 0.94 | -0.7 | -1 | 1 | 2 | -4 | -3 | -5
14 | Cc1ccc(-n2ccc(=O)c(C(=O)Nc3ccc(S(=O)(=O)Nc4nccs4)cc3)n2)cc1 | 8 | 0.92 | -1.3 | -3 | 0.97 | -12 | 0 | 1 | 3
15 | Cc1ccc(NC(=O)CCc2nc3ccccc3[nH]2)cc1C | 7 | 0.93 | 2.1 | 2 | 0.94 | 0 | 5 | 3 | 6
16 | COC(=O)N/N=C/c1cn(CCOc2ccc(OC)cc2)c2ccccc12 | 13 | 0.87 | -0.7 | 1 | 1 | -1 | -1 | 3 | -4
17 | CSc1ccccc1NC(=O)COC(=O)Cn1cc(C(F)(F)F)ccc1=O | -7 | 1.1 | 1.1 | -2 | 1.2 | 4 | -3 | 1 | -17
18 | C1=C(CCNCC2CCCCC2)CCCC1 | 15 | 0.85 | 1.3 | 0 | 0.94 | -1 | -3 | 1 | 6
19 | COc1cc(C(=O)OCC(=O)NCC2CCCO2)cc(OC)c1OC (centres undefined) | 0 | 1 | 0.3 | -3 | 1 | 2 | -4 | -1 | -2
20 | CC(C)N(Cc1cnn(C)c1)Cc1nc(COc2ccccc2)no1 | 6 | 0.94 | -0.9 | -3 | 0.94 | 1 | -10 | 3 | 6
21 | CN(CC(=O)Nc1ccc(OC(F)(F)F)cc1)C(=O)Cc1c(Cl)cccc1Cl | 0 | 1 | 0.2 | 5 | 1.2 | 5 | -6 | -2 | -24
22 | Cc1cccc(N2CCN(C(=O)c3c(-c4ccccc4)noc3C)CC2)c1C | -6 | 1.1 | 0.7 | 4 | 1 | -1 | -1 | -3 | -1
23 | CCn1c(SCC(=O)NCC2CCCO2)nc2cc(S(=O)(=O)N3CCCCC3)ccc21 (centres undefined) | 21 | 0.79 | 2.7 | -1 | 0.98 | 0 | -6 | 3 | 2
24 | Cc1sc(Cc2nc(O)cs2)nc1-c1ccccc1 | -24 | 1.2 | 0.9 | -3 | 0.85 | -2 | -6 | -5 | 15
25 | COC(=O)C1=C(C)NC(=S)NC1/C=C/c1ccccc1 (centres undefined) | -8 | 1.1 | -1.8 | -1 | 0.91 | 1 | 1 | -4 | 9
26 | CSc1nnc(NC(=O)C23CC4CC(CC(C4)C2)C3)s1 | 5 | 0.95 | 0.1 | 1 | 0.98 | 3 | -4 | 6 | 2
27 | Cc1nn(Cc2ccccc2)c(Cl)c1C(=O)OC1CCOC1=O (centres undefined) | 2 | 0.98 | 0.0 | -3 | 1.1 | -1 | -8 | -2 | -6
28 | C=CCn1c(Br)nc2c1c(=O)[nH]c(=O)n2C | 9 | 0.91 | 1.0 | -3 | 1.1 | -1 | -4 | -3 | -6
29 | N#Cc1nc(N2CCCC2)nc(N2CCCC2)n1 | 6 | 0.94 | 2.8 | 2 | 0.99 | 0 | 3 | 2 | 1
30 | Cc1cc(C)n(-c2ccc3cccc(NS(C)(=O)=O)c3n2)n1 | 0 | 1 | 0.1 | 0 | 0.9 | -2 | -11 | -5 | 10
31 | Cc1ccc(CSc2nc3c(c(SCC(=O)O)n2)CCCC3)cc1 | 14 | 0.86 | 1.0 | 8 | 0.93 | 1 | 1 | -1 | 7
32 | CCc1ccc(/C=N/NC(=O)c2ccc(OC3CCCC3)cc2)s1 | 4 | 0.96 | -1.4 | 0 | 1.1 | -5 | -2 | -3 | -9
33 | CCn1nc(NS(=O)(=O)c2ccc(NC(C)=O)cc2)c2cc3cccc(C)c3nc21 | 13 | 0.87 | -1.7 | -1 | 0.94 | -4 | -1 | 1 | 6
34 | COc1ccccc1NC(=O)NNC(=O)c1ccc(-c2ccccc2)cc1 | -41 | 1.4 | -0.5 | -3 | 0.94 | -14 | -8 | 0 | 6
35 | CC(NC(=O)c1cc(COc2c(F)cccc2F)on1)c1cnn(-c2ccccc2)c1 (centres undefined) | -13 | 1.1 | 2.3 | -2 | 0.96 | 1 | -5 | 0 | 4
36 | O=C(CSc1nnnn1-c1cccc(C(=O)O)c1)NC(c1ccccc1)c1ccccc1 | 4 | 0.96 | -1.7 | 0 | 0.99 | -3 | 2 | -1 | 1
37 | CCCCCC(=O)Nc1cc(S(=O)(=O)N2CCOCC2)ccc1Oc1ccc(OCC)cc1 | -4 | 1 | -0.2 | -1 | 1 | -3 | -9 | 0 | 0
38 | O=C(Nc1cccc(S(=O)(=O)N2CCOCC2)c1)[C@@H]1CCCN1S(=O)(=O)c1ccc(Cl)cc1 | 15 | 0.85 | -0.4 | -5 | 1.1 | -2 | -10 | 0 | -13
39 | Cn1c(=O)c2c(SCC(=O)NCC3CCCO3)nc(CC(C)(C)C)nc2n(C)c1=O (centres undefined) | -11 | 1.1 | -1.4 | 3 | 0.95 | -24 | -3 | 1 | 5
40 | Cc1ccccc1OCC(=O)OCC(=O)N1CCc2ccccc21 | 6 | 0.94 | 0.0 | -1 | 1 | -2 | -8 | -2 | -4
41 | O=S(=O)(CCc1nc2ccccc2o1)c1ccc2ccccc2c1 | 15 | 0.85 | -4.2 | -3 | 1 | 1 | -5 | -1 | -2
42 | COC(=O)c1c(-c2ccc(C)cc2)csc1NC(=O)c1c(-c2ccccc2)noc1C | 5 | 0.95 | x | 3 | 1 | x | -4 | -4 | -3
43 | COC(=O)c1ccc(C(=O)NN)cc1 | 4 | 0.96 | 0.8 | -2 | 0.94 | 0 | -1 | 4 | 6
44 | CCCCCN1C=CC(=C2C(=O)c3ccccc3C2=O)C=C1 | 1 | 0.99 | 0.4 | 1 | 1.1 | -1 | -9 | -5 | -6
45 | O=C(CCNS(=O)(=O)c1cccc2nonc12)NCc1cccs1 | 3 | 0.97 | 1.5 | 4 | 0.94 | 2 | -1 | -2 | 6
46 | CCCn1c(=O)c2c(nc3n2CCCN3CCc2ccc(OC)c(OC)c2)n(C)c1=O | -4 | 1 | 0.5 | 5 | 1 | 0 | -4 | 0 | -3
47 | COc1ccc(NC(=O)c2cc(-c3cccs3)on2)c(OC)c1 | 13 | 0.87 | -1.4 | 0 | 1 | 6 | 1 | 0 | -1
48 | O=C(c1ccco1)N1CCN(S(=O)(=O)Cc2ccccc2Cl)CC1 | -17 | 1.2 | 0.1 | 1 | 0.98 | -2 | -4 | -2 | 2
49 | CC(C)C[C@H](NC(=O)C1CC(=O)N(c2ccc(F)cc2)C1)C(=O)N1CCCCC1 (some centres undefined) | 34 | 0.67 | -1.4 | 5 | 1.1 | -3 | 5 | 3 | -5
50 | O=C(Cc1csc(-c2ccccc2)n1)NCc1ccccc1F | 9 | 0.91 | x | -3 | 0.97 | x | -9 | -2 | 2
51 | COc1ccc(CC(=O)NN2C(=O)c3ccccc3C2=O)cc1 | -6 | 1.1 | 0.5 | 2 | 1.1 | -8 | -7 | 0 | -5
52 | Nc1c(C(=O)NCc2ccc3c(c2)OCO3)nnn1Cc1cccc(F)c1 | -8 | 1.1 | 2.4 | 4 | 1.1 | -1 | -5 | -1 | -8
53 | O=C(Cn1cnc2c(NCc3ccccc3)ncnc21)NCc1ccc2[nH]ccc2c1 | x | x | -1.0 | 2 | 1.2 | 1 | 4 | x | -9
54 | Fc1ccc(-c2nnc(-c3ccc(Cl)cc3)o2)cc1 | -16 | 1.2 | 0.2 | 5 | 0.95 | 1 | 1 | -3 | 4
55 | CCc1nnc(NC(=O)CN2CCN(S(C)(=O)=O)CC2)s1 | -15 | 1.2 | 1.1 | -1 | 0.98 | -2 | -1 | 6 | 2
56 | CCCCn1c(N)c(N(CC(C)C)C(=O)CCS(=O)(=O)c2ccc(C)cc2)c(=O)[nH]c1=O | -13 | 1.1 | 1.1 | -1 | 1 | 4 | -5 | -2 | -1
57 | CCN(CC(=O)Nc1ccccc1C(F)(F)F)C(=O)Cc1sc(C)nc1-c1ccc(F)cc1 | -3 | 1 | 0.4 | 1 | 1 | -3 | -5 | -5 | -3
58 | CN1CCSc2ccc(C(=O)NCc3ccccc3F)cc21 | -8 | 1.1 | -2.7 | -2 | 1.1 | -2 | -11 | 2 | -10
59 | CCOC(=O)NC(NCCc1ccccc1)(C(F)(F)F)C(F)(F)F | -2 | 1 | -0.2 | 1 | 0.99 | -2 | -3 | -3 | 1
60 | CCSc1nc2sc3c(c2c(=O)[nH]1)CC(C)(C)OC3 | 28 | 0.72 | 0.2 | 3 | 0.91 | 0 | -3 | -1 | 9
61 | CC(C)NC(=O)N(C)C[C@H]1Oc2c(NC(=O)Nc3ccccc3)cccc2C(=O)N([C@H](C)CO)C[C@@H]1C | 0 | 1 | 1.2 | -4 | 1.1 | 2 | 2 | -2 | -6
62 | CCN(C(=O)COC(=O)CCc1ccccc1OC)c1c(N)n(Cc2ccccc2)c(=O)[nH]c1=O | -7 | 1.1 | 0.0 | -2 | 0.94 | 0 | -7 | 1 | 6
